Screens: PubChem BioAssay, National Center for Advancing Translational Sciences (NCATS)
aSyn rescue – inhibitors of alpha-synuclein toxicity in yeast; Yeast expressing alpha-synuclein, growth rescue, BacTiter-Glo, 24 h; Potency, µM (top dose mostly 46.1 µM), for inactives: at the highest dose growth rescue (activation), hits mostly activators; hit rate 0.14% among 370,000; AID 652106; active = well fitted activation curve with a large enough effect; inconclusive = small, poorly fitted or top-dose-only effect; inactive = no such curve, though single readings can be large or run the other way; note: potency is the fitted concentration of half-maximal effect; % of control where 0% means no effect; nearly all actives have a fitted effect of over 65% in size
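Rescue of yeast growth: cells expressing toxic alpha-synuclein, induced in galactose at OD600 0.02, incubated with compound 24 h at 30 C. ATP luminescence quantified growth; inhibitors of toxicity appear as activators.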
D3 ag – D3 dopamine receptor (human) agonism. hit rate 0.58% among 410,000. D3R DiscoveRx beta-arrestin cells, luminescence, 90 min. max activation, %; in the data active = max activation above about 30%; note: 0% is about no effect; mostly tested at two doses, the higher about 12 µM
Target sequence (P35462 whole entry, looked up): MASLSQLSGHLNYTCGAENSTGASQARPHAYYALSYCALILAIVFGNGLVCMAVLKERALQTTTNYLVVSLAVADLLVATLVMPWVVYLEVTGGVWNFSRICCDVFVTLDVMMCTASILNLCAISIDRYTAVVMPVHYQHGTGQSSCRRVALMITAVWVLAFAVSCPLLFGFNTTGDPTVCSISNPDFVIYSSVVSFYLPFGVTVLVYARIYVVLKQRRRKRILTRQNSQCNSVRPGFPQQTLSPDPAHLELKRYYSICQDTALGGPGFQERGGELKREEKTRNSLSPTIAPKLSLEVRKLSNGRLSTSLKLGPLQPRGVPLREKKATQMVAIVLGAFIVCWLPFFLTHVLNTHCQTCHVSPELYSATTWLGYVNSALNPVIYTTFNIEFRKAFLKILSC
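Cells at 1500/well, incubated overnight, then treated with pinned compounds (dopamine as control) for 90 min at 37 degrees C. DiscoveRx reagent added for 30 - 60 minutes at room temperature; luminescence read.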
Numbers without * were called inactive; & = joins results of further samples; [ ] = another dose, or the depositor's remark. A portion of the library, so the mix of outcomes need not match the whole.

Screening FC(F)OC(F)(F)C(F)Cl (stereo unspecified) returned D3 ag 11.
`Cc1nnc2n1-c1sc(CCC(=O)N3CCOCC3)cc1C(c1ccccc1Cl)=NC2` gave D3 ag 0&8.
For COc1cc(C[C@H](C)N)c(OC)cc1C the results were D3 ag -20.
Screening CC(=O)NC1CCSC1=O (stereo unspecified) returned D3 ag 6&-7.
Screening CC(C)Oc1cccc(NC(=O)c2ccccc2C(F)(F)F)c1 returned D3 ag -25.
Screening CC(C)=C[C@@H]1[C@@H](C(=O)OCc2coc(Cc3ccccc3)c2)C1(C)C returned D3 ag 1.
For CN1C(=O)[C@@H](NC(=O)c2cc3ccccc3[nH]2)N=C(c2ccccc2)c2ccccc21 the results were D3 ag 8.
Screening CN1C(=O)C(O)N=C(c2ccccc2)c2cc(Cl)ccc21 (stereo unspecified) returned D3 ag 4.
CC(=O)Oc1ccc2c3c1O[C@H]1[C@@H](OC(C)=O)C=C[C@H]4[C@@H](C2)N(C)CC[C@@]341 was read as D3 ag 3&10.
For Oc1ccccc1-c1ccccc1 the results were D3 ag -8.
S=C(SSC(=S)N1CCCCC1)N1CCCCC1 was read as D3 ag -21.
`CC(=O)[C@@]1(O)CC[C@H]2[C@@H]3CCC4=CC(=O)CC[C@]4(C)C3(F)[C@@H](O)C[C@@]21C` (stereo partly specified) gave D3 ag 4.
Oc1ccc2c3c1O[C@H]1[C@@H](O)C=C[C@H]4[C@@H](C2)NCC[C@@]341 was read as D3 ag -12.
For COc1cc(C[C@@H](C)N)c(OC)cc1C the results were D3 ag -14.
Screening CCC1(c2cnc[nH]2)Cc2ccccc2C1 returned D3 ag -17&-2.
`COc1ccc(C(=O)c2c(C)n(CCN3CCOCC3)c3ccccc23)cc1` gave D3 ag 4.
Screening CC(O)CN1CCN(CC(=O)[O-])CCN(CC(=O)[O-])CCN(CC(=O)[O-])CC1.[Gd+3] (stereo unspecified) returned D3 ag 4&-1.
Screening CNC(C)Cc1ccc2c(c1)OCO2 (stereo unspecified) returned D3 ag -16.
For CC(C)NCC(O)c1ccccc1Cl (stereo unspecified) the results were D3 ag 5.
For COP(=O)(OC)C(O)C(Cl)(Cl)Cl (stereo unspecified) the results were D3 ag -10.
For C/C=C(\CC)C(=O)NC(N)=O the results were D3 ag 1.
Screening O=c1oc2ccccc2c(O)c1C(CC(O)c1ccc(-c2ccc(Br)cc2)cc1)c1ccccc1 (stereo unspecified) returned D3 ag 8.
For CCCCCCC(=O)O[C@H]1CC[C@H]2[C@@H]3CC[C@H]4CC(=O)C=C(C)[C@]4(C)[C@H]3CC[C@]12C the results were D3 ag 7.
Screening C[C@@H]([C@H](O)c1ccccc1)N(C)C returned D3 ag 8.
For CN1CCCC(=C(c2cccs2)c2cccs2)C1 the results were D3 ag -24.
Screening C[C@]12C=CC(=O)C=C1CC[C@@H]1[C@@H]2CC[C@]2(C)OC(=O)CC[C@@H]12 returned D3 ag -7.
For [H+].[H+].[Hg+2].[O-]B([O-])[O-].[c-]1ccccc1 the results were D3 ag -9.
`C#C[C@]1(O)CC[C@H]2[C@@H]3CCC4=CC(=O)CCC4=C3C=C[C@@]21CC` gave D3 ag 8.
`O=c1[nH]c(=O)n(Cl)c(=O)n1Cl` gave D3 ag 10.
For Cc1cc(O)ccc1Cl the results were D3 ag 11.
`Cn1sc(Cl)cc1=O` gave D3 ag 7.
`CNCC(=O)c1ccc(O)c(O)c1` gave D3 ag 61*.
For O=C1C[C@@H]2OCC=C3CN4CC[C@]56c7ccccc7N1[C@H]5[C@H]2[C@H]3C[C@H]46 the results were D3 ag -12.
`COCCOCCO` gave D3 ag -9.
For COC([CH2][Hg])CNC(=O)c1ccccc1OCC(=O)O (stereo unspecified) the results were D3 ag -29.
For CCN(CC)Cc1nccn1-c1ccc([N+](=O)[O-])cc1C(=O)c1ccccc1Cl the results were D3 ag -23.
Screening C=CCN1C[C@H](C)N([C@H](c2ccc(C(=O)N(CC)CC)cc2)c2cccc(OC)c2)C[C@H]1C returned D3 ag -20.
For Cc1nnc2n1-c1sc(CCc3ccc(CC(C)C)cc3)cc1C(c1ccccc1Cl)=NC2C (stereo unspecified) the results were D3 ag -4.
For CCC(C)(S(=O)(=O)CC)S(=O)(=O)CC the results were D3 ag -2.
`COc1ccc2c3c1O[C@H]1[C@@H](O)C=C[C@H]4[C@@H](C2)N(C)CC[C@@]341` gave D3 ag -4.
`N[C@@H](Cc1ccc(Oc2cc(I)c(O)c(I)c2)c(I)c1)C(=O)O` gave D3 ag -11.
`C[C@]12CC[C@H]3[C@@H](CCC4=C(Cl)C(=O)CC[C@@]43C)[C@@H]1CC[C@@H]2O` gave D3 ag -7.
CC1NCCOC1c1ccccc1 (stereo unspecified) was read as D3 ag 0.
For OC[C@@H](O)[C@H]1O[C@@H]2O[C@H](C(Cl)(Cl)Cl)O[C@@H]2[C@H]1O the results were D3 ag 4.
For c1csc(C2(N3CCCCC3)CCCCC2)c1 the results were D3 ag -4.
CC1CCC(C(C)C)C(OC(=O)c2ccccc2N)C1 (stereo unspecified) was read as D3 ag 10.
[2H]C([2H])([2H])[C@H](N)Cc1ccccc1 was read as D3 ag 7.
Screening COc1cc(C[C@H](C)N)c(OC)cc1Br returned D3 ag -14.
CCOP(=S)(OCC)O/N=C(\C#N)c1ccccc1 was read as D3 ag -2.
Screening CCCN(CCC)CCc1c[nH]c2ccccc12 returned D3 ag 2.
Screening O=[N+]([O-])c1cc([N+](=O)[O-])c2ccccc2c1 returned D3 ag -28.
For CC(C)=CCN1CC[C@@]2(C)c3cc(O)ccc3C[C@@H]1[C@@H]2C the results were D3 ag -24.
For Cc1ccc(N=CN(C)C=Nc2ccc(C)cc2C)c(C)c1 the results were D3 ag 3.
Screening CCNC(C)Cc1cccc(C(F)(F)F)c1 (stereo unspecified) returned D3 ag -16.
`C=CCC1(C(C)CCC)C(=O)N=C(S)NC1=O` (stereo unspecified) gave D3 ag -15.
For NCC[C@H](O)C(=O)N[C@@H]1C[C@H](N)[C@@H](O[C@H]2O[C@H](CN)[C@@H](O)[C@H](O)[C@H]2N)[C@H](O[C@@H]2O[C@H](CO)[C@@H](O)[C@H]2O)[C@H]1O the results were D3 ag 6.
CCCN(CCC)c1c([N+](=O)[O-])cc(S(N)(=O)=O)cc1[N+](=O)[O-] was read as D3 ag -3.
COc1cc(CC(C)N)c(OC)cc1Br (stereo unspecified) was read as D3 ag -12&-16.
Screening C[C@H](N)[C@H](O)c1ccc(O)c(O)c1 returned D3 ag -1.
Screening CC1(C)CC/C(=C/c2ccc(Cl)cc2)C1(O)Cn1cncn1 (stereo unspecified) returned D3 ag -14.
O=[N+]([O-])c1ccc(F)c([N+](=O)[O-])c1 was read as D3 ag -4.
For C=CC[C@]1(O)CC[C@H]2[C@@H]3CCC4=CC(=O)CCC4=C3C=C[C@@]21C the results were D3 ag 18.
Screening CCCC(C)(COC(N)=O)COC(=O)NC1CC1 (stereo unspecified) returned D3 ag 11.
`O=C1C2CC=CCC2C(=O)N1SC(Cl)(Cl)Cl` (stereo unspecified) gave D3 ag -5.
`C[C@H]1CC[C@]2(NC1)O[C@H]1C[C@H]3[C@@H]4CC[C@H]5C[C@@H](O)CC[C@]5(C)[C@H]4CC[C@]3(C)[C@H]1[C@@H]2C` gave D3 ag -20.
COC(=O)c1ccccc1C(=O)OC was read as D3 ag -11.
For ClC1=C(Cl)[C@]2(Cl)[C@@H]3[C@@H]4C[C@@H]([C@H]5O[C@@H]45)[C@@H]3[C@@]1(Cl)C2(Cl)Cl the results were D3 ag -6.
For C[N+]1(C)[C@@H]2CC[C@H]1CC(OC(=O)c1c[nH]c3ccccc13)C2 (stereo partly specified) the results were D3 ag 2.
Screening C/C(=C\c1csc(C)n1)[C@@H]1C[C@@H]2O[C@]2(C)CCC[C@H](C)[C@H](O)[C@@H](C)C(=O)C(C)(C)[C@@H](O)CC(=O)O1 returned D3 ag -9.
CN(C)CCc1c[nH]c2cccc(OP(=O)(O)O)c12 was read as D3 ag 7.
Screening CCCCCc1cc(O)c2c(c1)OC(C)(C)c1ccc(C)cc1-2 returned D3 ag -16.
For O=C1Nc2ccc(Cl)cc2C(c2ccccc2Cl)=NC1O (stereo unspecified) the results were D3 ag 3.
For C[C@H]1CC[C@]2(NC1)O[C@H]1C[C@H]3[C@@H]4CC[C@H]5C[C@@H](O[C@@H]6O[C@H](CO)[C@H](O[C@@H]7O[C@H](CO)[C@@H](O)[C@H](O[C@@H]8OC[C@@H](O)[C@H](O)[C@H]8O)[C@H]7O[C@@H]7O[C@H](CO)[C@@H](O)[C@H](O)[C@H]7O)[C@H](O)[C@H]6O)CC[C@]5(C)[C@H]4CC[C@]3(C)[C@H]1[C@@H]2C the results were D3 ag -22.
For O=C(O)/C=C/c1ccc2c(c1)OCO2 the results were aSyn rescue 6%.
For C=CCN1CC[C@]23c4c5ccc(O)c4O[C@@H]2/C(=N/N=C2\CC[C@@]4(O)C6Cc7ccc(O)c8c7[C@@]4(CCN6CC=C)[C@@H]2O8)CC[C@@]3(O)C1C5 the results were aSyn rescue -14%.
Screening COc1cc([C@@H]2c3cc4c(cc3C[C@H]3COC(=O)[C@@H]32)OCO4)cc(OC)c1O returned aSyn rescue 0%.
`CCCn1c(C)c(C(=O)c2ccc3ccccc3c2)c2ccccc21` gave aSyn rescue -16%.
Cc1o[nH]c(=O)c1CC(N)C(=O)O (stereo unspecified) was read as aSyn rescue 2%.
`NC(=O)c1ccc(OCC(O)CN2CC=C(c3ccc(F)cc3)CC2)cc1` (stereo unspecified) gave aSyn rescue -12%.
Screening CNC(=O)O/N=C/C(C)(C)S(C)=O (stereo unspecified) returned aSyn rescue inconclusive.
For CC(N)c1cccc(Cl)c1Cl (stereo unspecified) the results were aSyn rescue 10%&-1%.
`COC[C@H]1OC(=O)c2coc3c2[C@@]1(C)C1=C(C3=O)C2CCC(=O)[C@@]2(C)C[C@H]1OC(C)=O` (stereo partly specified) gave aSyn rescue -33%&-58%[inhibitor].
`N#Cc1c(Cl)c(Cl)c(Cl)c(C#N)c1Cl` gave aSyn rescue -87%[inhibitor].
Screening Brc1c(Br)c(Br)c2n[nH]nc2c1Br returned aSyn rescue -46%[inhibitor].
`C[C@]12CCC3C(CC[C@H]4C[C@H](O)CC[C@]34C)C1CC[C@@H]2C(=O)CO` (stereo partly specified) gave aSyn rescue 19%.
`Oc1ccc2c3c1O[C@H]1c4oc5ccccc5c4C[C@@]4(O)C(C2)N(CC2CC2)CCC314` (stereo partly specified) gave aSyn rescue 2%.
`Oc1cc2c(cc1O)[C@H]1c3ccccc3CN[C@@H]1CC2` gave aSyn rescue 1%.
`COc1ccc2c(c1)c(CCN1CCOCC1)c(C)n2C(=O)c1cccc(Cl)c1Cl` gave aSyn rescue -1%.
`O=C(CN1CCOCC1)c1cccc([N+](=O)[O-])c1` gave aSyn rescue 1%.
For COC1=C(C)C(=O)c2c(c(COC(N)=O)c3n2C[C@@H]2[C@@H]3N2C)C1=O (stereo partly specified) the results were aSyn rescue 0%.
Screening CC(=O)c1c(O)c(C)c(O)c(Cc2c(O)c3c(c(C(=O)/C=C/c4ccccc4)c2O)OC(C)(C)C=C3)c1O returned aSyn rescue -23%&-9%.

Filtered by structure: those above with a Cl atom (19)
Screening FC(F)OC(F)(F)C(F)Cl (stereo unspecified) returned D3 ag 11.
`Cc1nnc2n1-c1sc(CCC(=O)N3CCOCC3)cc1C(c1ccccc1Cl)=NC2` gave D3 ag 0&8.
Screening CN1C(=O)C(O)N=C(c2ccccc2)c2cc(Cl)ccc21 (stereo unspecified) returned D3 ag 4.
For CC(C)NCC(O)c1ccccc1Cl (stereo unspecified) the results were D3 ag 5.
For COP(=O)(OC)C(O)C(Cl)(Cl)Cl (stereo unspecified) the results were D3 ag -10.
`O=c1[nH]c(=O)n(Cl)c(=O)n1Cl` gave D3 ag 10.
For Cc1cc(O)ccc1Cl the results were D3 ag 11.
`Cn1sc(Cl)cc1=O` gave D3 ag 7.
For CCN(CC)Cc1nccn1-c1ccc([N+](=O)[O-])cc1C(=O)c1ccccc1Cl the results were D3 ag -23.
For Cc1nnc2n1-c1sc(CCc3ccc(CC(C)C)cc3)cc1C(c1ccccc1Cl)=NC2C (stereo unspecified) the results were D3 ag -4.
`C[C@]12CC[C@H]3[C@@H](CCC4=C(Cl)C(=O)CC[C@@]43C)[C@@H]1CC[C@@H]2O` gave D3 ag -7.
For OC[C@@H](O)[C@H]1O[C@@H]2O[C@H](C(Cl)(Cl)Cl)O[C@@H]2[C@H]1O the results were D3 ag 4.
Screening CC1(C)CC/C(=C/c2ccc(Cl)cc2)C1(O)Cn1cncn1 (stereo unspecified) returned D3 ag -14.
`O=C1C2CC=CCC2C(=O)N1SC(Cl)(Cl)Cl` (stereo unspecified) gave D3 ag -5.
For ClC1=C(Cl)[C@]2(Cl)[C@@H]3[C@@H]4C[C@@H]([C@H]5O[C@@H]45)[C@@H]3[C@@]1(Cl)C2(Cl)Cl the results were D3 ag -6.
For O=C1Nc2ccc(Cl)cc2C(c2ccccc2Cl)=NC1O (stereo unspecified) the results were D3 ag 3.
For CC(N)c1cccc(Cl)c1Cl (stereo unspecified) the results were aSyn rescue 10%&-1%.
`N#Cc1c(Cl)c(Cl)c(Cl)c(C#N)c1Cl` gave aSyn rescue -87%[inhibitor].
`COc1ccc2c(c1)c(CCN1CCOCC1)c(C)n2C(=O)c1cccc(Cl)c1Cl` gave aSyn rescue -1%.
